Rab9 promoter act: activates the Rab9 promoter | Potency, µM (top dose mostly 9.22 µM), without a hit: at the top dose activation, negative = inhibition, usual class: activators | Huh7 Rab9 promoter-luciferase reporter, luminescence, 24 h | 320,000 compounds, 2.8% hits | AID 485297; also: % of control where 0% means no effect; nearly all actives have a fitted effect of over 60% in size
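Huh7 cells stably carrying a Rab9 promoter-luciferase reporter, 1500 cells per well in OP-MEM I with 10% FBS, treated with compound 24 hours at 37C. Luciferase activity read by luminescence after 10 minutes with Amplite reagent.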
ELG1 genotoxic: induces genotoxicity in HEK293T cells with luciferase-tagged ELG1; AID 504466; HEK293T ELG1-luciferase reporter, luminescence, 16 h; Potency, µM (highest dose often 46 µM), without a hit: at the top dose activity change, positive = activation, actives largely listed as activators; 330,000 compounds, 1.3% hits; also: % of control where 0% means no effect; nearly all actives have a fitted effect of over 60% in size
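After overnight (16 hr) compound treatment at 37 °C, ELG1-luciferase HEK293T cells were lysed with ONE-Glo; luminescence quantified 30 min later at room temperature.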
Gal4-VP16 FLuc: Gal4-VP16 reporter inhibition counter-screen | Drosophila S2 Gal4-VP16 UAS-luciferase, luminescence, 20 h | Potency, µM (series often up to 53.6 µM), inactives show at the top dose activity, negative = inhibition, hits mostly inhibitors | 310,000 compounds, 3.5% hits | AID 2546;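 also: Gal4-VP16 expression switched on by copper sulfate through the metallothionein promoter; % is scaled to controls: 0 for no effect and ±100 for the full control effect; nearly all actives have a fitted effect of over 50% in size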
NPC1 prom act: activators of NPC1 promoter. Huh7 NPC1 promoter luciferase reporter, 24 h. Potency, µM (series often up to 9.22 µM), without a hit: at the top dose activation, actives largely listed as activators. 320,000 compounds, 2.4% hits. AID 485313;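 also: % of control where 0% means no effect; nearly all actives have a fitted effect of over 60% in size; reporter is driven by a mutant NPC1 promoter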
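Luminescence from an NPC1 promoter-driven luciferase reporter in stably transfected Huh7 cells was measured after 24 h compound treatment at 37 °C, followed by 10 min ambient incubation with luciferase detection reagent.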
FLuc modulator: inhibits or activates purified firefly luciferase, miR-21 counter-screen | purified FLuc, Km substrates, luminescence inhibition | Potency, µM (doses to about 57.5 µM), for inactives: at the top dose activity change, negative = inhibition, hits mostly inhibitors | 360,000 compounds, 6.9% hits;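 also: plate controls were vehicle for no effect and reference inhibitor for full effect; nearly all actives have a fitted effect of over 55% in size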
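Purified P. pyralis luciferase, 10 nM final, with Km-level 10 uM D-luciferin and 10 uM ATP in 50 mM Tris acetate pH 7.5, 10 mM Mg acetate, 0.01% Tween-20, 0.05% BSA; 6-point qHTS titration about 60 µM downward; luminescence read.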
BRCA1 expr up: increases BRCA1 expression | Potency, µM (doses to about 46.1 µM), for inactives: at the top dose activation, actives largely listed as activators | MCF7-BRCA1-FFLuc reporter, luminescence, 48 h; response scale: scaled: vehicle 0%, 10 µM genistein 100% | 380,000 compounds, 1.1% hits; also: nearly all actives have a fitted effect of over 80% in size; some results filed as inactive show a strong effect at the top dose
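Cells: MCF7-BRCA1-FFLuc, 2000/well. Exposure: 48 h, 37 °C, 5% CO2. Read: luminescence, 15 min post-substrate. Controls: genistein 10 microM (maximal activation), DMSO (neutral).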
uPA generation: cell surface uPA generation inhibition | cell surface uPA generation assay, qHTS | Potency, µM (series often up to 38.3 µM), without a hit: at the top dose activity change, negative = inhibition, actives largely listed as inhibitors | 330,000 compounds, 0.31% hits; active = well fitted inhibition curve with a large enough effect; inconclusive = small, poorly fitted or top-dose-only effect; inactive = no such curve, though single readings can be large or run the other way; tested in mouse RAW 264.7 cells; also: % is scaled to controls: 0 for no effect and ±100 for the full control effect; nearly all actives have a fitted effect of over 55% in size
p53 reactivator: restores transcriptional activity of mutant p53; 320,000 compounds, 0.063% hits; AID 504706; Potency, µM (series often up to 92.2 µM), for inactives: at the top dose activity change, positive = activation, usual class: activators; H1299 p53-A138V BP100-luciferase reporter, luminescence, 24 h; also: % of control where 0% means no effect; nearly all actives have a fitted effect of over 45% in size
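H1299 (p53-null), stable ts p53-A138V + BP100-Luc; 1000 cells/well, Opti-MEM/10% FBS; cpd 4 pt, 1:5; 24 h, 37 deg C, 5% CO2; detection reagent 10 min RT; luminescence.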
MBNL1-CUG inh: blocks human MBNL1 binding to CUG repeat RNA; Q9NR56; Potency, µM (titrated, usually from 57.5 µM), for the others: at the top dose activity change, negative = inhibition, most hits filed as inhibitors; 280,000 compounds, 0.036% hits; TR-FRET MBNL1-His/biotin-(CUG)12 binding, 665/545 ratio; active = well fitted inhibition curve with a large enough effect in the signal ratio, with a control signal flat, not every such curve was filed as active; inconclusive = small, poorly fitted or top-dose-only effect, or effect the other way, or a change in a side signal; inactive = no such curve, though single readings can be large or run the other way; the % refers to the signal ratio; also: % is scaled to controls: 0 for no effect and ±100 for the full control effect
Target sequence (Q9NR56 whole entry, looked up): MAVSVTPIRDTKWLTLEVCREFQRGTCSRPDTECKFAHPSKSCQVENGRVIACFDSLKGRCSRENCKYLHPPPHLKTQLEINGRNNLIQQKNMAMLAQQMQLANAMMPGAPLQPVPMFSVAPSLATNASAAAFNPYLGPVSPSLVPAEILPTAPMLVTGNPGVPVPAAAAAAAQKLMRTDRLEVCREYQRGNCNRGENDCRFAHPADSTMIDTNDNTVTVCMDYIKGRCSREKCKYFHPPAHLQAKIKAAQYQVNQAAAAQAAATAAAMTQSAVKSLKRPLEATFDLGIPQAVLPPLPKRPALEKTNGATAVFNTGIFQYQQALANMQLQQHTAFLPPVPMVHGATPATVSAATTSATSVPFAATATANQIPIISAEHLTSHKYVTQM
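His-tagged MBNL1 binding to biotinylated (CUG)12 RNA was measured by TR-FRET using terbium anti-His antibody (0.055 ng/ul final) and streptavidin-XL665 (5 nM final). Compounds were titrated 92 nM to 58 uM; 60 min at room temperature.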
RORgamma inh: inhibitors of mouse ROR gamma transcriptional activity | AID 2551 | Potency, µM (top dose mostly 53.6 µM), inactives show top-dose activity change, negative = inhibition, actives largely listed as inhibitors | Drosophila S2 Gal4-RORgamma UAS-luciferase reporter, 20 h | 310,000 compounds, 5.4% hits; also: % is scaled to controls: 0 for no effect and ±100 for the full control effect; nearly all actives have a fitted effect of over 60% in size
Target sequence (P51450 whole entry, looked up, the tested form may be a part): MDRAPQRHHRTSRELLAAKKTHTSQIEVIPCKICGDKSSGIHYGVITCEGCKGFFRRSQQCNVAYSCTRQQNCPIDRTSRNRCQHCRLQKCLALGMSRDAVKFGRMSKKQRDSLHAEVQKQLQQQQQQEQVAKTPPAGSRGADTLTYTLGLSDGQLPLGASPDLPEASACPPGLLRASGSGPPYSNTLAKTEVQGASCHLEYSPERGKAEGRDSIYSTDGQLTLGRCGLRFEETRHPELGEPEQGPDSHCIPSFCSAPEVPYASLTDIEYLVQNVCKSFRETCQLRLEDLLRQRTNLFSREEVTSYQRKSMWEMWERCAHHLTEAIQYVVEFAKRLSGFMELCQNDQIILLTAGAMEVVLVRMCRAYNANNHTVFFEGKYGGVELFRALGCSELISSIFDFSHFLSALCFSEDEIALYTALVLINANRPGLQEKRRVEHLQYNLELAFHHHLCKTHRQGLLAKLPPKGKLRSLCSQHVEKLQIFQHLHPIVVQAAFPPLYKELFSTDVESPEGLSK
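Luminescence from a UAS-regulated Photinus luciferase reporter in stably transfected Drosophila Schneider cells is measured; decreased signal marks ROR gamma inhibition. Fusion expression is induced by 700 uM copper sulfate for 20 hr.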
* = called active by the depositor; ? = inconclusive; . = no result given; [ ] = remark or other dose. Unless noted, calls follow the shape of the dose curve; as a rule, active = well fitted curve in the direction sought with a large enough effect; inconclusive = small, poorly fitted or top-dose-only effect, or another doubt; inactive = no such curve, though single readings can be large; an effect the other way counts as inactive or inconclusive. Potency is read from the fitted curve at half-maximal effect. Not a hit list (roughly 13% active in at least one column).

Compound | Rab9 promoter act | ELG1 genotoxic | Gal4-VP16 FLuc | NPC1 prom act | FLuc modulator | BRCA1 expr up | uPA generation | p53 reactivator | MBNL1-CUG inh | RORgamma inh
CCN(CC)S(=O)(=O)c1ccc(N2CCCC2)c(NC(=O)c2c(-c3ccccc3)noc2C)c1 | -4% | -12% | 1% | 2% | 3% | -11% | 3% | -5% | -2% | 24%
COC(=O)C(C)N(c1ccc(C)cc1)S(=O)(=O)c1c(C)[nH]c(=O)[nH]c1=O (stereo not given) | -2% | 2% | -5% | 1% | 0% | -6% | -4% | 4% | 0% | -11%
O/N=C/c1cc(Br)ccc1OCc1cccc(F)c1 | 3% | -1% | 0% | 3% | ? | 0% | 0% | 4% | -3% | 45%
Cc1cc(N2CCN(c3ccccc3)CC2)nc(-n2nc(C)cc2C)n1 | -4% | -10% | 1.3µM* | 2% | 4% | -61% | 4% | -6% | -10% | 0.28µM*
Cc1oc(-c2ccccc2Cl)nc1CS(=O)CC(=O)NCCCN1CC(C)CC(C)C1 (stereo not given) | -1% | 3% | -2% | -2% | 1% | -1% | -2% | 14% | 5% | -16%
NC(=O)CC(NC(=O)Cc1ccc(Br)cc1)c1ccc(NCCc2ccc(Cl)cc2)c([N+](=O)[O-])c1 (stereo not given) | -3% | 4% | -5% | -2% | -1% | 6% | 6% | -1% | 5% | -14%
COc1ccccc1NS(=O)(=O)c1ccc2oc(SCc3ccc(C#N)cc3)nc2c1 | -2% | -3% | ? | -1% | 0% | -50% | -11% | -6% | ? | ?
Cc1ccc2c(c1)/C(=C/c1ccc(F)cc1)C(=O)N2 | -14% | -7% | -1% | -2% | -12% | -51% | 0% | 7% | 0% | -2%
COC(=O)CSc1nc(-c2ccccc2)nc2ccccc12 | -10% | -2% | -14% | -1% | -12% | -7% | 7% | 8% | 12% | ?
COc1cc(NC(=O)CNc2cccc(S(=O)(=O)N3CCOCC3)c2)cc(OC)c1 | -3% | -9% | . | 1% | 1% | -19% | 14% | -6% | . | .
O=C1OCC2=C1C(c1ccc3c(c1)OCO3)Sc1ccccc1N2 (stereo not given) | 0% | 2% | 14µM* | -1% | -12% | -34% | 1% | -4% | 4% | -23%
Cc1cc2c(cc1S(=O)(=O)N1CCc3ccccc31)NC(=O)CO2 | 0% | -9% | -5% | -1% | 0% | -14% | 4% | 0% | -2% | ?
CCS(=O)(=O)N(CC(=O)Nc1cccc2ccccc12)c1ccc(OC)cc1 | 4% | 0% | . | 2% | -23% | -7% | 0% | 0% | . | .
CCOc1ccccc1N(C(=O)CNC(=O)c1ccco1)C(C(=O)NC1CCCC1)c1ccncc1 (stereo not given) | -5% | 0% | -3% | 4% | -1% | -2% | . | -1% | 2% | -1%
O=C(CNC(=O)c1ccccc1Cl)NCCc1cccs1 | . | 8% | . | . | . | 41% | -2% | 11% | . | .
O=C(NCCCCNC(=O)c1c(F)c(F)c(F)c(F)c1F)c1c(F)c(F)c(F)c(F)c1F | -10% | 0% | 12% | 10% | -5% | 3% | . | 8% | 9% | 19%
O=c1[nH]c2c(c3c1CCCC3)CCCC2 | -3% | 2% | -4% | 1% | 7%[2.3 µM] | 26% | -3% | -4% | -3% | -2%
CC(Sc1nnc2c(n1)C1CCC2(C)C1(C)C)C(=O)Nc1ccccc1 (stereo not given) | -4% | -3% | ? | 0% | -2% | -65% | -4% | -9% | -1% | 9%
COC(=O)c1ccc(S(=O)(=O)N2CCN(C)CC2)n1C | 2% | -2% | -8% | 2% | 1% | 0% | 13% | 3% | -5% | 3%
COc1ccc(-c2c3c(=O)n(C)c(=O)n(C)c3cn2C2CCCCC2)cc1 | 1% | -4% | -17% | -2% | 1% | -29% | -11% | -1% | -9% | -6%
CC1CCC(NC(=O)c2ccc(NC3=NC4CS(=O)(=O)CC4S3)cc2)CC1 (stereo not given) | -6% | 1% | 0% | 1% | 0% | -6% | -1% | -3% | -5% | -4%
CC1=Nc2ccc(C)cc2/C1=C/c1c(N)n2nc(CC(=O)N3CCOCC3)sc2nc1=O | -5% | 2% | -6% | -1% | 0% | -2% | -8% | -1% | ? | -5%
CSCCC1C(C#N)=C(N)Oc2n[nH]c(-c3cccs3)c21 (stereo not given) | 8% | -4% | 0% | 7% | -1% | -18% | -5% | 17% | 8% | -5%
O=C(Nc1ccccc1-c1ccccc1)c1ccc(NC(=O)c2ccco2)cc1 | 1% | -17% | -8% | 1% | 3% | -10% | 5% | -5% | -7% | 24%
COc1ccc(CCNC(=O)/C=C/c2ccc(C)cc2)cc1OC | -3% | 1% | -5% | -4% | -16% | 10% | -3% | 1% | 14% | -1%
CCOC(=O)CC(=O)NC(C)(C)CCCCC(C)(C)NC(=O)CC(=O)OCC | -3% | 2% | 20% | 0% | 3% | -2% | -13% | 1% | -10% | 0%
COc1ccc(C(C(=O)NC2CCCC2)N2CCc3ccccc32)cc1 (stereo not given) | -6% | -2% | 21% | -1% | -1% | -4% | 3% | -3% | -5% | -2%
O=C(c1cccc(C(F)(F)F)c1)N1CCCC1 | 13% | 0% | -1% | -3% | -2% | 3% | . | ? | -4% | -3%
On1nnc2cc(C(F)(F)F)ccc21 | -4% | -4% | -1% | -2% | -19% | 0% | -2% | 3% | -1% | -35%
Cc1ccc(S(=O)(=O)CCC(=O)Nc2ccc(S(=O)(=O)N(C)C)cc2)cc1 | 2% | -3% | -5% | -8% | 4% | . | . | ? | -7% | 25%

Copied from the results shown, 4 compounds:
Compound | Rab9 promoter act | ELG1 genotoxic | Gal4-VP16 FLuc | NPC1 prom act | FLuc modulator | BRCA1 expr up | uPA generation | p53 reactivator | MBNL1-CUG inh | RORgamma inh
CCN(CC)S(=O)(=O)c1ccc(N2CCCC2)c(NC(=O)c2c(-c3ccccc3)noc2C)c1 | -4% | -12% | 1% | 2% | 3% | -11% | 3% | -5% | -2% | 24%
COC(=O)C(C)N(c1ccc(C)cc1)S(=O)(=O)c1c(C)[nH]c(=O)[nH]c1=O (stereo not given) | -2% | 2% | -5% | 1% | 0% | -6% | -4% | 4% | 0% | -11%
O/N=C/c1cc(Br)ccc1OCc1cccc(F)c1 | 3% | -1% | 0% | 3% | ? | 0% | 0% | 4% | -3% | 45%
Cc1cc(N2CCN(c3ccccc3)CC2)nc(-n2nc(C)cc2C)n1 | -4% | -10% | 1.3µM* | 2% | 4% | -61% | 4% | -6% | -10% | 0.28µM*

Further records follow.
Compound | Rab9 promoter act | ELG1 genotoxic | Gal4-VP16 FLuc | NPC1 prom act | FLuc modulator | BRCA1 expr up | uPA generation | p53 reactivator | MBNL1-CUG inh | RORgamma inh
Cc1ccccc1CS(=O)(=O)c1nnc([C@H](Cc2ccccc2)NC(=O)OC(C)(C)C)o1 | 16% | -4% | 3.2µM* | -1% | ? | -36% | ? | -20% | -10% | -16%
COc1ccc(-c2cc(C(F)(F)F)n3nc(C(=O)N4CCCCC4)cc3n2)cc1 | -2% | -6% | 1% | 2% | ? | -27% | ? | -5% | ? | 22%
COC(=O)N=Nc1c(O)n(Cc2ccccc2)c2ccccc12 | 0% | 1% | 0% | 1% | ? | 13% | -3% | -2% | 22% | -5%
CCC1CCCCN1S(=O)(=O)c1ccc2c(c1)CCN2C(C)=O (stereo not given) | 10% | 0% | -11% | -6% | -2% | 5% | 4% | -4% | 2% | 0%
CN1CCN(S(=O)(=O)c2ccc(-c3ccc(S(=O)(=O)N4CCN(C)CC4)cc3)cc2)CC1 | 10% | ? | 13% | -1% | 1% | . | . | 3% | 8% | -3%
CCOc1ccc(CNC23CN4CN(CN(C4)C2)C3)cc1 | 0% | 2% | -10% | 1% | -1% | -5% | 1% | -4% | 1% | -6%
CC(=O)N/N=C/c1ccc(OCCOc2ccc(Br)cc2)cc1 | -9% | 2% | -3% | 1% | 0% | 39% | 8% | 1% | -8% | 3%
COc1ccc(N=C/C=C2/C=C(c3ccccc3)OC(C)(C)O2)cc1 | -5% | -12% | 2% | -1% | -18% | 2% | 7% | 7% | ? | 9%
CCOc1cc(CNCCCN2CCOCC2)cc(Br)c1OCC(=O)Nc1cccc(C(F)(F)F)c1 | -4% | 0% | ? | 0% | 12% | -44% | ? | ? | -2% | ?
Cc1cc(Cl)ccc1OC(C)C(=O)NCCCn1ccnc1 (stereo not given) | -7% | 12% | 8% | 2% | -1% | -22% | -1% | -1% | 0% | -14%
COCCn1c(NC(=S)NC(=O)C23CC4CC(CC(C4)C2)C3)cc(=O)[nH]c1=O | -1% | 3% | -7% | -3% | -1% | -2% | 3% | 3% | -13% | 0%
Cc1ccc(CNc2ncnc3cc(Cl)ccc23)o1 | -9% | -6% | ? | -6% | 3% | -32% | -9% | -6% | 3% | 26%
COc1cc(CN2CCCC(C(=O)c3ccccc3SC)C2)cc(OC)c1 (stereo not given) | -28% | -10% | 5% | -12% | 0% | -32% | 8% | -2% | -9% | 24%

Screens (PubChem BioAssay)
